# Assay outcomes (PubChem BioAssay)
# S3 lipid droplet – qHTS Assay for Lipid Storage Modulators in Drosophila S3 Cells. Drosophila S3 cells, BODIPY lipid droplet fluorescence, 18-24 h; cells fed with added oleic acid. lipid storage change, negative = inhibition, % at the top dose, mostly 46.1 µM; hits show Potency in µM. 0.64% of 320,000 active; active means well fitted inhibition curve with a large enough effect in the signal ratio, with a control signal flat, not every such curve was filed as active; inconclusive means small, poorly fitted or top-dose-only effect, or effect the other way, or a change in a side signal; the % refers to the signal ratio
#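 Drosophila S3 cells got compounds at several concentrations plus oleic acid (400 uM solution). Laser-scanning cytometry with 488 nm excitation read lipid droplets at 500-530 nm and cells at 575-640 nm. Percent activity was relative to 20 uM Triacsin C.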
# S3 lipid droplet cell count max – also measured in S3 lipid droplet; calls as there; cell number change, %; measured here: cell count max response;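 cells counted by Cell Tracker Red CMTPX staining in the red channel; peak over a dose series mostly up to 46.1 µM; percent activity relative to internal control wells on each plate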
# * hit, by the source's call; i = inactive; ? = inconclusive; . = no result given; [ ] = remark or other dose. On the % scale 0 is the no-effect control and ±100 the full control effect; potency means the concentration at half of the fitted maximal effect.
# Each structure is followed by: S3 lipid droplet, S3 lipid droplet cell count max
O=C(C1CCCO1)N1CCN(Cc2nc3ccccc3c(=O)[nH]2)CC1 (stereo not given)
 : i, .
N#Cc1c(NC(=O)CN2CCN(C(=O)c3ccco3)CC2)sc2c1CCCCC2
 : ?, .
COc1ccc(NC(=O)c2ccc(NC(=O)c3ccco3)cc2)c(OC)c1
 : ?, .
CCOC(=O)c1ccc(NC2OC(=O)c3ccccc32)cc1 (stereo not given)
 : ?, .
Cc1oc2cc3oc(=O)c(CCC(=O)N(C)CC(=O)O)c(C)c3cc2c1C
 : 9%, 5
O=C1CCC([N+](=O)[O-])C(c2cc3c(cc2Cl)OCO3)N1 (stereo not given)
 : i, 17
Cc1ccccc1N(CC(=O)N/N=C/c1ccccc1Cl)C(=O)c1ccccc1
 : ?, .
COc1cccc(C(C(=O)NCc2ccccc2)N(C(=O)c2csnn2)C2CC2)c1 (stereo not given)
 : ?, .
CCOc1ccc(OCC)c(NC(=O)CN(c2ccc(OC)cc2)S(=O)(=O)c2c(C)noc2C)c1
 : ?, .
COCc1nc2ccccc2n1Cc1ccccc1C
 : ?, .
COc1ccccc1-n1c(-c2ccccc2)n[nH]c1=S
 : ?, .
COc1cccc(NC(=O)C2C3C=CC4(O3)C2C(=O)N(CCCN2CCC(C)CC2)C4C(=O)NC2CCCCC2)c1 (stereo not given)
 : i, -13
CCCCCCc1c(O)nc(SCCN2CCOCC2)[nH]c1=O
 : 3%, 8
CC(=O)NC(CC(=O)NC1CCCCCC1)c1ccccc1 (stereo not given)
 : ?, .
CCCS(=O)(=O)c1c(S(=O)(=O)CCC)c2ccc(C(N)=O)cn2c1C(=O)OC
 : i, .
CC/C(O)=C1\C(=O)CCCC1=NCCc1c(C)[nH]c2ccc(C)cc12
 : ?, .
C=CCn1c(=N)n(CC(O)COc2ccc(OC)cc2)c2ccccc21 (stereo not given)
 : -4%, -9
CCN(CC)CCNC(=O)c1ccc(NC(=O)c2cn(-c3ccccc3)nc2-c2cccs2)cc1
 : ?, .
CCCC(O)(c1ccc(Br)cc1)C(CN1CCOCC1)c1ccc(Cl)cc1 (stereo not given)
 : ?, .
COc1ccccc1C(=O)C1CCCN(C(=O)c2cc(C(C)C)no2)C1 (stereo not given)
 : -9%, -16
CC(C)Cn1c(N)c(C(=O)COC(=O)/C=C/c2ccccc2)c(=O)n(C)c1=O
 : 18%[0.0737 µM], .
CCOc1ccccc1C(=O)N1CCOCC1
 : -2%, .
CCN(CC)CC(=O)Nc1nc(-c2ccc(Cl)cc2)cs1
 : 0%, -1
COc1ccc(-c2nc3c(c(=O)[nH]c(=O)n3Cc3ccccc3)n2Cc2ccccc2)cc1
 : ?, .
CCN1CCN(c2cc(-c3ccccc3)nc3cc(-c4cccc(F)c4)nn23)CC1
 : ?, .
CC(C)COC(=O)OCN1C(=O)CN(CCN2CC(=O)N(COC(=O)OCC(C)C)C(=O)C2)CC1=O
 : 0%, -3
CCc1cccc2c(C#N)cn(CCOc3ccccc3OC)c12
 : 11%, 4
O=C(Nc1ccc2c(c1)OCCO2)C1CCC1
 : ?, .
Cc1ccccc1OCC(=O)N/N=C1\SCC(=O)N1Cc1ccccc1
 : ?, .
COc1ccc(CCN(C)C(=O)c2cc(-c3ccccc3)nc3ccc(C)cc23)cc1OC
 : i, 9
COc1ccc(OC)c2[nH]c(=O)c(CCNC(=O)C(=O)c3c(C)[nH]c4ccccc34)cc12
 : 23%, .
CCc1ccccc1OCC(=O)Nc1cc(S(=O)(=O)N2CCOCC2)ccc1N1CCCCC1
 : ?, .
C#CCOCCOCCOCCNc1nc(N2CCN(C(=O)[C@H](CCC(=O)O)n3cc(C(N)CC(C)C)nn3)CC2)nc(N2CCN(C(=O)[C@H](CCC(=O)O)n3cc(C(N)[C@H](C)CC)nn3)CC2)n1 (stereo not given in full)
 : ?, .
O=C(CSc1nnc(-c2ccco2)o1)NC1CC2CCC1C2 (stereo not given)
 : ?, .
CCCCN1C(=O)C2NN=C(C(=O)OCC)C2C1=O (stereo not given)
 : ?, .
O=C(NNC(=S)Nc1ccccc1)c1ccco1
 : 6%, 14
CCOc1ccc(NS(=O)(=O)c2cc(C(=O)N(CC)CC(=O)NCc3cccs3)ccc2C)cc1
 : i, .
CC(=O)Oc1ccc(C(=O)Nc2ccc(S(=O)(=O)N3CCOCC3)cc2)cc1
 : i, -28
Cc1cnc(C(=O)Nc2ccccc2-c2ccc(C)o2)cn1
 : ?, .
C#CCOCCOCCOCCNc1nc(N2CCN(C(=O)[C@H]([C@@H](C)O)n3cc(CCCCN)nn3)CC2)nc(N2CCN(C(=O)[C@H](CCCCN)n3cc(CC(C)O)nn3)CC2)n1 (stereo not given in full)
 : ?, .
N#Cc1c(NC(=S)NC(=O)c2ccccc2)sc2c1CCN(CCc1ccccc1)C2
 : ?, .
COc1ccccc1NC1=NC2(CCCC2)N=C(N)N1
 : ?, .
CCCCn1c(N)c(N(CC(C)C)C(=O)c2cc(-c3ccc(OC)c(OC)c3)nc3ccccc23)c(=O)[nH]c1=O
 : ?, .
CC(C)(C)C1=Nn2c(nnc2-c2ccco2)SC1
 : ?, .
CC/C(=C\C(=O)c1cccnc1)Nc1ccc(C)c(C)c1
 : 0%, -14
COc1ccc(S(=O)(=O)N2CCCCCC2)cc1C(=O)N(C)CC(=O)Nc1ccccc1Cl
 : ?, .
C=CCSc1nnc(NC(=O)COc2ccc3ccccc3c2)s1
 : -1%, -1
COC(=O)c1ccc(CNC(=O)c2ccc3oc(C(C)C)nc3c2)cc1
 : ?, .
O=C(Cc1c(F)cccc1Cl)NC1=NCCS1
 : ?, .
O=C(Nc1ccccc1)Nc1nc(-c2ccccc2)cs1
 : -3%, 8
C=CCn1c(C)cc(C(=O)CSc2nc(N)cc(N)n2)c1C
 : ?, .
COc1ccc(OC)c(C(=O)NC(CC(N)=O)c2ccc(N3CCN(c4ccccc4)CC3)c([N+](=O)[O-])c2)c1 (stereo not given)
 : 20%, 20
CSCc1ccc(C(=O)Nc2cc(C)cc(C)c2)cc1
 : ?, .
Cc1cc(CNC(=O)C2CCC(=O)N(Cc3ccccc3F)C2)on1 (stereo not given)
 : 8%, 4
CCN(C(=O)COC(=O)CCCN1C(=O)c2cccc3cccc(c23)C1=O)C1CCS(=O)(=O)C1 (stereo not given)
 : ?, .
O=S(=O)(NCC1(N2CCOCC2)CCCCC1)c1ccc(Cl)cc1C(F)(F)F
 : -22%, 28
CN(CC(=O)Nc1c(Cl)cccc1Cl)C(=O)C1=COCCO1
 : ?, .
CCCCNC(=O)c1sc(=S)n2c1[nH]c(=O)c1ccc(C(=O)NCCc3ccc(OC)c(OC)c3)cc12
 : ?, .
CC(C)C(NC(=O)c1ccc(F)cc1)C(=O)NC1(C)CCS(=O)(=O)C1 (stereo not given)
 : ?, .
CCOC(=O)C1=C(CC)OC(N)=C(C#N)C1c1ccc(OC)c(OC)c1OC (stereo not given)
 : 2%, 1

# A draw from above in order of molar mass, falling:
# Each structure is followed by: S3 lipid droplet, S3 lipid droplet cell count max
CCCCNC(=O)c1sc(=S)n2c1[nH]c(=O)c1ccc(C(=O)NCCc3ccc(OC)c(OC)c3)cc12
 : ?, .
C=CCSc1nnc(NC(=O)COc2ccc3ccccc3c2)s1
 : -1%, -1
Cc1cnc(C(=O)Nc2ccccc2-c2ccc(C)o2)cn1
 : ?, .
CSCc1ccc(C(=O)Nc2cc(C)cc(C)c2)cc1
 : ?, .
CC(C)(C)C1=Nn2c(nnc2-c2ccco2)SC1
 : ?, .

# Continuation.
# Each structure is followed by: S3 lipid droplet, S3 lipid droplet cell count max
CCC(=O)c1ccc(Oc2ccc(C(=O)c3ccc(C)cc3)cc2[N+](=O)[O-])cc1
 : ?, .
Cc1cc(Nc2ccccc2)c2c([N+](=O)[O-])ccc(C)c2n1
 : ?, .
O=C(Nc1ccc(/C=C/c2nc3ccccc3o2)cc1)c1ccc(F)cc1
 : 10%, 0
COc1cccc(N(C(=O)c2cccs2)c2nc3ccccc3s2)c1
 : i, 16
O=C(Cn1c(=O)oc2ccc(Cl)cc21)NC1CCCCC1
 : ?, .
Cc1cc(C(=O)OCC(=O)N2CCCCCC2)ccc1[N+](=O)[O-]
 : -8%, -21
O=C(NCCc1ccc(F)cc1)c1ccc2nccnc2c1
 : ?, .
Nc1nc(N2CCCCC2)nc(N(c2ccccc2)c2ccccc2)n1
 : 24%, .
CCn1cc(C(=O)NCCCOC(C)C)c(=O)c2cc(S(=O)(=O)N3CCOCC3)ccc21
 : ?, .
COCc1[nH]nc2c1C(c1ccc(OC)cc1)C(C#N)=C(N)O2 (stereo not given)
 : ?, .
CCOC(=O)N/N=C/c1ccc(N2CCOCC2)s1
 : ?, .
COc1cc(Cl)cc(/C=N/NC(N)=O)c1O
 : ?, .
Cc1ccc(C)c(-c2csc(-c3cccnc3)n2)c1
 : ?, .
CN1CCOCCOCCN(C)C1=O
 : 2%, 10
CCOc1cc(C(N)=O)cc(Br)c1OCC
 : ?, .
COc1ccc(CCNC(=O)CNC(=O)Cn2cnc3sc(C)c(C)c3c2=O)cc1OC
 : ?, .
CCN(CC)Cc1c(C(=O)N/N=C(\C)c2ccncc2)nnn1-c1nonc1N
 : 13%, 7
CCOc1cc(-c2cc(-c3ccc(N)cc3)nc(N)c2C#N)ccc1O
 : ?, .
CCOC(=O)/C(=N\Nc1ccccc1Cl)N(C)C1CCS(=O)(=O)C1 (stereo not given)
 : ?, .
Oc1c(CN2CCOCC2)cc(COCc2ccccc2)c2cccnc12
 : ?, .
COc1ccc(NC(=O)CCN2C(=O)C3CC=CCC3C2=O)cc1S(=O)(=O)N1CCCCC1 (stereo not given)
 : ?, .
O=C(NNc1cc(N2CCOCC2)nc(N2CCOCC2)n1)c1ccc(Cl)c(Cl)c1
 : ?, .
O=C(/C=C/c1ccccc1Cl)Nc1cccc(S(=O)(=O)NC2=NCCCCC2)c1
 : ?, .
Cc1nnc(SCC(=O)Nc2cc(S(C)(=O)=O)ccc2Cl)n1Cc1ccccc1
 : i, -4
C/C(=N\NC(=S)Nc1ccc(C)cc1)c1cc2ccccc2o1
 : ?, .
Cc1cccc(OCCCC(=O)Nc2ccc3c(c2)OCO3)c1
 : ?, .
COc1ccccc1C(CNC(=O)CNC(=O)c1ccc(Cl)c(Cl)c1)N1CCCC1 (stereo not given)
 : -19%, -1
CCc1nnc(NC(=O)c2nc3nc(C)cc(C)n3n2)s1
 : ?, .
Cc1cccc(CN2CCN(CC(=O)NCc3cccs3)C2=O)c1
 : ?, .
CC(=O)NC(CCS(C)(=O)=O)C(=O)Nc1cccc(C(C)=O)c1 (stereo not given)
 : ?, .
COC(=O)c1ccc(-c2ccc(Cl)cc2)nc1C
 : 8%, 11
CCCCn1c(SCC(=O)N2CCCC2)nc2c1c(=O)n(C)c(=O)n2C
 : ?, .
O=C(CCc1ccccc1)NNC(=S)NCc1ccc(Cl)cc1
 : i, -25
COC(=O)c1c(-c2ccccc2Cl)noc1/C=C/N(C)C
 : ?, .
COc1ccc(C)cc1NC(=O)c1cc2c(CO)cnc(C)c2oc1=N
 : ?, .
CCCC(=O)Nc1cc(C)c(NC(=O)Cc2ccccc2)cn1
 : ?, .
O=C(Cn1cnnn1)Nc1cccc(S(=O)(=O)N2CCCCC2)c1
 : ?, .
COc1ccc(NC(=O)CN(C)C(=O)CSCC(=O)Nc2ccc(C)cc2)cc1
 : ?, .
CCCCC(CC)C(=O)Nc1ccc(C#N)cc1 (stereo not given)
 : ?, .
COc1ccccc1NC(=O)C(C)OC(=O)CCNS(=O)(=O)c1cccc(C(F)(F)F)c1 (stereo not given)
 : 13%, 0
COc1ccc(OC)c(NC(=O)CN2C(=O)COc3ccc(S(=O)(=O)N4CCCC4)cc32)c1
 : i, -6
O=C(NCC1CC1)Nc1cccs1
 : 21%, 6
C=CCNC(=O)CSc1nnc(-c2ccccc2Cl)n1-c1c(C)n(C)n(-c2ccccc2)c1=O
 : ?, .
CNC(=S)NNC(=O)c1cccn(Cc2ccccc2)c1=O
 : 0%, -8
CC(/C=N/NC(=O)c1cc(-c2cccs2)[nH]n1)=C\c1ccccc1
 : -7%, -10
COc1cccc(C2=CC(=O)C[C@H](c3ccc4c(c3)OCO4)C2)c1OC
 : ?, .
Cc1nnc2n1N=C(c1ccccc1)CS2
 : 7%, 20
Cc1ccccc1CNC(=O)c1ccccc1
 : ?, .
Cc1nnc(NC(=O)Cc2ccc(OCc3c(C)noc3C)cc2)s1
 : 15%, -15
CCOC(=O)C1=C(O)C(=O)N(Cc2ccccc2)C1
 : 11%, -4
CCCOc1ccc(N)cc1N
 : ?, .
COc1ccc(CNC(=O)CN(C)Cc2ccc(SC)cc2)cc1
 : i, 8
Cc1ccc(N/N=C2\COC(C)(C)CC2=O)cc1
 : -1%, -8
CCOC(=O)CNC(=O)CSc1nc(NCc2ccccc2)nc(N(C)C)n1
 : ?, .
O=C(N/N=C/c1oc(O)c2ccccc12)c1ccccc1O
 : ?, .

# Record cards, as listed above. Order of values: S3 lipid droplet, S3 lipid droplet cell count max
# CC(C)Cn1c(N)c(C(=O)COC(=O)/C=C/c2ccccc2)c(=O)n(C)c1=O as listed: 18%[0.0737 µM], .
# COc1ccc(CCN(C)C(=O)c2cc(-c3ccccc3)nc3ccc(C)cc23)cc1OC as listed: i, 9
# CCOc1ccc(NS(=O)(=O)c2cc(C(=O)N(CC)CC(=O)NCc3cccs3)ccc2C)cc1 as listed: i, .

# This is a subset; count on the stated rates, not on these rows.
